rTrxR1 inhibitor: inhibitors of rat thioredoxin reductase 1; O89049; recombinant rTrxR1, NADPH fluorescence consumption, selenite substrate; Potency, µM (doses to about 114 µM), for inactives: at the highest dose activity change, negative = inhibition, actives largely listed as inhibitors; 1% of 390,000 active; AID 588453; further: potency means the concentration at half of the fitted maximal effect; on the % scale 0 is the no-effect control and ±100 the full control effect; nearly all actives have a fitted effect of over 65% in size
Target sequence (O89049 whole entry, looked up): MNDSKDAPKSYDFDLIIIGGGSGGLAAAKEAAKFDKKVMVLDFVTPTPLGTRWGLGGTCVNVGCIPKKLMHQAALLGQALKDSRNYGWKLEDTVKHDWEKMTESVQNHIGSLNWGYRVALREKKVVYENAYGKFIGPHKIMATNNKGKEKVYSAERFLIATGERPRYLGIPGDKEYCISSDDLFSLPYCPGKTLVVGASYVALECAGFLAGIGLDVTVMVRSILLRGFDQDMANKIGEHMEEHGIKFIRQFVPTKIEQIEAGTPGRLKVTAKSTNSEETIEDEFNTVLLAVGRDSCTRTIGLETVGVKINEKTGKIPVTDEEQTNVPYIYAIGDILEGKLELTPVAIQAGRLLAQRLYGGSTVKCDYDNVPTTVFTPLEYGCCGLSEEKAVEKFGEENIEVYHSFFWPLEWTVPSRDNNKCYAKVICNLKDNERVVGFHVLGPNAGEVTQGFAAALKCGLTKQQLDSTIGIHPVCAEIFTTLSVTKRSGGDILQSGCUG
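Rat TrxR1 (90 nM in the dispensed reagent) was pre-reduced with 400 uM NADPH for 5 min at room temperature, then incubated with compound for 15 min. After 400 uM selenite was added, NADPH fluorescence (Ex 340/Em 450 nm) was followed for 8 min.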
GRP78 ERSR act: induces the endoplasmic reticulum stress response in human glioma cells; AID 602332; 0.02% of 420,000 active; U87-MG GRP78 promoter luciferase reporter, 16 h; Potency, µM, inactives show top-dose activation, hits mostly activators; further: potency means the concentration at half of the fitted maximal effect; series mostly up to about 76 µM; % of control where 0% means no effect; nearly all actives have a fitted effect of over 35% in size
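Stably transfected U87-MG glioma cells carrying a GRP78-based luciferase sensor; 16 h compound incubation. Luminescence end-point read 10 min after Bright-Glo addition at room temperature.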
TrxR1 substrate: substrates of rat thioredoxin reductase 1. O89049. purified TrxR1 substrate turnover, NADPH consumption readout. Potency, µM (doses to about 114 µM), without a hit: top-dose activity change, negative = substrate turnover. 0.01% of 390,000 active. AID 588456; further: potency means the concentration at half of the fitted maximal effect; on the % scale 0 is the no-effect control and ±100 the full control effect; nearly all actives have a fitted effect of over 50% in size
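Rat TrxR1, dispensed at 90 nM, was prereduced with 400 uM NADPH (final) for 5 min at ~22 deg C, then incubated with compound 15 min before 400 uM selenite. A first-read NADPH fluorescence drop versus no-compound background flagged substrates.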
Vif-A3F inh: Vif-A3F binding inhibition; HeLa A3F-eYFP + Vif (tagged APOBEC3F with the HIV-1 protein that degrades it), YFP fluorescence increase; Potency, µM (highest dose often 46.1 µM), for the others: top-dose activity, negative = active; 0.2% of 390,000 active; further: potency means the concentration at half of the fitted maximal effect; % of control where 0% means no effect; nearly all actives have a fitted effect of over 65% in size
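Fluorescence increase (Ex 488/Em 500-530) after overnight compound treatment at 37 deg C flags inhibition of Vif-driven A3F-eYFP loss in stable HeLa A3F-eYFP/Vif cells seeded overnight beforehand.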
USP1 inh: blocks the human USP1/UAF1 deubiquitinase complex | 0.23% of 390,000 active | O94782 | recombinant USP1/UAF1, Ub-Rhodamine cleavage fluorescence | AID 743255 | Potency, µM (doses to about 57.1 µM), without a hit: at the top dose activity change, negative = inhibition, most hits filed as inhibitors; further: potency means the concentration at half of the fitted maximal effect; on the % scale 0 is the no-effect control and ±100 the full control effect; nearly all actives have a fitted effect of over 60% in size; inactives centre near -12
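High-throughput fluorogenic screen: 1nM USP1/UAF1 complex, Ub-Rho substrate 150nM final, 50mM HEPES pH 7.8 with 0.5mM EDTA, 0.1 mg/ml BSA, 1mM TCEP and 0.01% Tween-20.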
mIDH1 inhibitor: blocks human mutant IDH1 R132H enzyme. O75874. IDH1-R132H enzyme, NADPH consumption, diaphorase/resazurin fluorescence. Potency, µM (top dose mostly 76.6 µM), inactives show at the highest dose activity change, negative = inhibition, most hits filed as inhibitors. 0.093% of 390,000 active. AID 602179; further: potency means the concentration at half of the fitted maximal effect; on the % scale 0 is the no-effect control and ±100 the full control effect; nearly all actives have a fitted effect of over 65% in size
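IDH1-R132H (0.5 ug/mL) preincubated 30 min with compound, then NADPH (0.016 mM) and alpha-KG (2 mM) added; 80 min at RT, pH 7.5. Remaining NADPH coupled via diaphorase/resazurin to fluorescence (540/590 nm); concentration-response curves normalized to no-enzyme control.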
RGS4 inh: blocks human RGS4-accelerated GTP hydrolysis. Transcreener GDP fluorescence polarization, RGS4-accelerated GTP hydrolysis. AID 504845. 0.039% of 390,000 active. Potency, µM (highest dose often 114 µM), without a hit: top-dose activity change, negative = inhibition, actives largely listed as inhibitors; further: potency means the concentration at half of the fitted maximal effect; on the % scale 0 is the no-effect control and ±100 the full control effect; nearly all actives have a fitted effect of over 75% in size; some results filed as inactive show a strong effect at the top dose
Target sequence (P49798 whole entry, looked up): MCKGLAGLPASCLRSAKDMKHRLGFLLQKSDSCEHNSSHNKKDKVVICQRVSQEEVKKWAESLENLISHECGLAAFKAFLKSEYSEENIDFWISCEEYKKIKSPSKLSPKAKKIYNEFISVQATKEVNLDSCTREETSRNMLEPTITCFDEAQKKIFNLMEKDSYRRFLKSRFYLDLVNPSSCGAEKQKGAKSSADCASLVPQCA
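MLSMR compounds (23 nl, pin-transferred) preincubated 10 min at room temperature with a 500nM (2x) first reagent, then RGS4 at 900nM (2x) plus Transcreener GDP mix added; fluorescence polarization (620/688 nm) read before and after 90 min at 30 °C.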
Vif-APOBEC3G blk: inhibitors of Vif-APOBEC3G interaction. Q9HC16. HeLa A3G-eYFP + Vif (tagged APOBEC3G with the HIV-1 protein that degrades it), YFP fluorescence, overnight. 0.076% of 410,000 active. Potency, µM (highest dose often 46.1 µM), inactives show top-dose activity, negative = active, usual class: inhibitors;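 further: potency means the concentration at half of the fitted maximal effect; on the % scale 0 is the no-effect control and ±100 the full control effect; nearly all actives have a fitted effect of over 60% in size; hits raise eYFP signal because A3G escapes Vif-driven loss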
Target sequence (Q9HC16 whole entry, looked up): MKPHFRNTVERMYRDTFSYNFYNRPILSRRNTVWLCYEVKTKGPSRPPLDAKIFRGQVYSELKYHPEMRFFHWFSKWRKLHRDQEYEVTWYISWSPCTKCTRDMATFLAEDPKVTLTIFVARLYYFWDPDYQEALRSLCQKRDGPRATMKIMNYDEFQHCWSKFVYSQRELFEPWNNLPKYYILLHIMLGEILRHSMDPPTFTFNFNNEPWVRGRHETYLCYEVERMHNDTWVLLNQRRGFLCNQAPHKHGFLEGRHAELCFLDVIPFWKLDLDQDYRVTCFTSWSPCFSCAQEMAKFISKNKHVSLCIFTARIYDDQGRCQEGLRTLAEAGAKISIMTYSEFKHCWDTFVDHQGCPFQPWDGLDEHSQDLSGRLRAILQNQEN
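Read-out is eYFP fluorescence (Ex 488/Em 500-530) from Vif-expressing HeLa A3G-eYFP cells; more signal means A3G escaped Vif-mediated degradation. Cells plated overnight, compound pinned in, incubated overnight at 37 deg C.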
LDHA block: LDHA (human) enzyme inhibition | P00338 | purified LDHA, NADH/diaphorase-resazurin fluorescence; active compounds read low | activity change, % (values are at about 110 or 230 µM) | 0.15% of 480,000 active; in the data active means activity change below about -30%; inconclusive means mostly about -25% to -30%;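 further: plate controls were DMSO wells for no effect and wells without enzyme for full effect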
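LDH5 2 nM; NADH 0.06 mM, pyruvate 0.2 mM; 200 mM Tris pH 7.4, EDTA, Tween-20; 5 min RT. Detection: diaphorase 0.133 mg/mL + resazurin 37 µM, fluorescence ex540/em590 at 0 and 20 min; normalized to enzyme-free and DMSO wells.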
An asterisk follows results filed as active; ? = inconclusive; · = no result given; & = joins results of further samples; [ ] = another dose, or the depositor's remark. Unless noted, the call rests on the fitted dose curve; in most records, active means well fitted curve in the direction sought with a large enough effect; inconclusive means small, poorly fitted or top-dose-only effect, or another doubt; inactive means no such curve, though single readings can be large; an effect the other way counts as inactive or inconclusive. Only part of the results is shown (hit frequency here may not be typical).

SMILES	rTrxR1 inhibitor	GRP78 ERSR act	TrxR1 substrate	Vif-A3F inh	USP1 inh	mIDH1 inhibitor	RGS4 inh	Vif-APOBEC3G blk	LDHA block
CC(/C=C(\C)Nc1ccccc1)=Nc1ccccc1	11.5%[57.1 µM]	2.9%	-8.9%	4.2%	-9.6%	21.6%	3.2%	1.6%	6.2
NC(Cc1ccccc1)c1nc2ccccc2[nH]1 (stereo unspecified)	-15.2%[57.1 µM]	-0.3%	-9.9%[57.1 µM]	4.3%	-1.6%	-4.1%	17.0%	-0.3%	-1.1
OC1(CN2CCOCC2)C2CC3CC(C2)CC1C3 (stereo unspecified)	4.8%	-5.4%	3.3%[57.1 µM]	-13.1%	-19.1%	-2.3%	14.9%	-0.8%	-3.4
CCOc1ccc(-n2c(O)c(C=Nc3ccc(NC(C)=O)cc3)c(=O)[nH]c2=O)cc1	-7.9%	-2.2%	11.0%	-3.9%	-11.4%	0.6%	12.1%	0.8%	-9.5
CSc1ccccc1C(=O)C1CCCN(Cc2ccncc2)C1 (stereo unspecified)	9.7%	-0.5%	7.6%	7.0%	-13.3%	5.8%	-7.7%	5.3%	-3.5
COc1ccc(C(=O)CC2C(=O)N(C)C(=O)N(C)C2=O)cc1	?	-1.5%	10.4%[57.1 µM]	1.9%	-12.0%	-1.9%	-26.8%	-2.1%	0.7
Cc1cc(C=C(C#N)C#N)ccc1N1CCCC1	-4.5%[57.1 µM]	1.6%	-9.6%	?	?	-5.3%	-24.7%	-1.9%	-6.0
CC(C)C(=O)Nc1ccc(N2CCN(C)CC2)c(F)c1	31.3%	3.7%	11.7%[57.1 µM]	0.5%	9.5%	3.0%	9.9%	-1.1%	-5.6
COc1cc(N2C(=O)CC(=O)NC2=O)cc(OC)c1OC	-4.6%[57.1 µM]	-3.7%	4.6%[57.1 µM]	?	-15.1%	0.5%	-10.4%	0.3%	1.9
COC(=O)C1=C(c2ccc(OC(F)(F)F)cc2)C[C@@H]2CC[C@H]1N2C(=O)N1CCOCC1	20.8%	3.5%	6.5%	-4.2%	-24.0%	8.8%	13.1%	-2.4%	-1.3
Cc1ccc(-n2c(/C=C\c3ccc(F)c(F)c3)nc3ccccc3c2=O)c(C)c1	4.7%[57.1 µM]	-2.9%	-1.7%[57.1 µM]	0.3%	-21.6%	-0.1%	4.0%	-1.5%	-17.4
CCN(CC)C(=O)c1ccc(NC(=O)c2ccc3c(c2)NC(=O)CS3)cc1	0.6%[11.4 µM]	-2.7%	6.4%[57.1 µM]	18.9%	1.4%	0.1%	1.3%	-0.2%	-3.6
CC(=O)N1CCC2(CC1)CC(=O)c1cc(OCC(=O)N3CCC4(CC3)OCCO4)ccc1O2	16.6%	-5.2%	160.1%[activator]	-15.7%	-23.1%	-3.2%	8.0%	-1.5%	-1.9
COC(=O)C1=C(c2cccc(OCc3ccccc3)c2)C[C@@H]2CC[C@H]1N2C(=O)NCc1ccc(C(C)(C)C)cc1	36.8%[57.1 µM]	-2.5%	7.1%[57.1 µM]	6.0%	15.8%	-8.5%	22.6%	-0.2%	-2.6
Cc1ccccc1-n1c(O)c(/C=N/N2CCOCC2)c(=O)[nH]c1=S	-14.3%	-2.3%	-10.6%	2.5%	-15.5%	-0.6%	-19.2%	1.9%	-8.3
CC(C)Cc1[nH]c(=O)c(C#N)c2c1CCC2	-17.1%[57.1 µM]	-4.6%	148.8%[activator]	-6.7%	-9.7%	10.0%	-19.2%	0.2%	-3.7
CCCCOC(=O)C1=C(N)OC2=C(C(=O)CCC2)[C@]12C(=O)N(C)c1ccccc12	9.5%	-1.7%	1.9%[57.1 µM]	-6.6%	8.0%	9.1%	18.5%	0.5%	5.9
Cc1ccc(NC(=O)CSc2nc(-c3ccco3)cc(C(F)(F)F)n2)c(C)c1	20.5%	-3.5%	7.0%	2.3%	15.2%	?	24.3%	-27.0%	-3.9
C[C@@H]1CN([C@H](C)CO)C(=O)CCCn2cc(nn2)CO[C@H]1CN(C)C(=O)Oc1ccc2ccccc2c1	·	-1.5%	·	-3.2%	-3.0%	-4.6%	·	-2.0%	?
CCn1c(C(=O)N2CCC(C(=O)N3CCC4(CC3)OCCO4)CC2)cc2sccc21	21.1%	4.5%	-4.4%[57.1 µM]	2.0%	-4.5%	2.4%	-8.8%	-0.5%	-2.1
COc1ccccc1N1C(=O)NC(=O)C(CCc2ccncc2)(CCc2ccncc2)C1=O	7.8%	-2.6%	4.1%	0.4%	-6.0%	-4.6%	-5.6%	0.1%	0.1
CC(=O)O[C@@]12CO[C@@H]1C[C@@H](O)[C@@]1(C)C(=O)[C@H](O)C3=C(C)[C@@H](OC(=O)[C@H](O)[C@@H](NC(=O)c4ccccc4)c4ccccc4)C[C@@](O)([C@@H](OC(=O)c4ccccc4)C12)C3(C)C (stereo partly specified)	3.3%	-3.0%	-8.6%	-9.3%	-22.8%	-0.6%	-12.8%	-39.1%	-0.8
CCOP(=O)(OCC)/C(=N/OC(=O)c1ccccc1C)C(N)=O	?	-7.2%	-13.2%	7.8%	-2.0%	3.9%	-28.9%	-7.9%	-6.7
CCC(CC)C(=O)NC1CCSC1=O (stereo unspecified)	-4.0%	4.2%	-1.6%	-19.6%	-21.3%	3.0%	-3.4%	0.5%	-7.1
O=C(Nc1ccncc1)c1cccn(Cc2ccccc2)c1=O	-1.4%	1.5%	5.9%	-14.2%	-25.0%	-1.1%	-7.2%	-0.2%	-3.7
CC12C=CC(=O)C=C1CC(O)C1C2CCC2(C)C1CCC2(C)O (stereo unspecified)	19.2%	-0.6%	-1.9%	0.4%	?	-3.9%	-13.9%	0.0%	1.7
COC(=O)C1=C(c2cc3ccccc3o2)C[C@@H]2CC[C@H]1N2C	11.1%[57.1 µM]	-3.5%	5.9%[57.1 µM]	3.8%	-31.5%	1.1%	-9.6%	1.5%	-3.1
Cn1c(O)c(/C=N/N2CCOCC2)c(=O)n(C)c1=S	4.6%[57.1 µM]	-6.2%	-11.9%	1.1%	-8.5%	0.0%	-36.4%	0.6%	0.9
CCC(C)n1c(O)c(C=NCCc2ccccc2)c(=O)[nH]c1=S (stereo unspecified)	15.2%	-2.5%	-9.1%	1.9%	-13.0%	0.1%	15.2%	-10.0%	1.8
COc1ccc(N=Cc2c(O)n(Cc3ccccc3)c(=S)[nH]c2=O)c(OC)c1	2.2%[57.1 µM]	-0.9%	6.1%[57.1 µM]	8.9%	11.6%	3.7%	15.1%	-0.1%	-3.1
Cc1cc(OCC(=O)NCc2ccncc2)c2c3c(c(=O)oc2c1)CCC3	33.9%[activator]	-1.9%	84.8%[activator]	4.4%	-11.6%	-5.5%	14.5%	-0.1%	-2.0
CC1(C)N([O])C(c2ccc(C(=O)O)cc2)=[N+]([O-])C1(C)C	-3.1%	-2.2%	-9.7%	·	·	·	·	-0.5%	19.3
COC(=O)C1=C(c2ccc(OCc3ccccc3)cc2)C[C@@H]2CC[C@H]1N2C(=O)NCc1ccccc1OC	·	-2.5%	·	-1.7%	-26.3%	8.1%	·	2.6%	-10.8
CC(C)(C)C1(CCO)C(=O)NC(=S)NC1=O	3.0%[11.4 µM]	-5.7%	-3.0%[11.4 µM]	-0.6%	-15.5%	7.3%	-24.8%	-0.1%	0.7
CCCN(CCC)[C@@H]1CCc2cccc(O)c2C1	24.7%[57.1 µM]	-5.2%&-0.5%&-4.7%&-3.9%	11.6%[57.1 µM]	-2.8%	-18.0%	-7.2%	-0.4%[56.9 µM]	0.3%	-4.3
COc1ccc(Cn2c(O)c(/C=N/NC(=O)c3ccccc3O)c(=O)[nH]c2=O)cc1	-3.2%[57.1 µM]	?	3.4%[57.1 µM]	1.2%	-10.8%	-1.5%	-0.5%	-4.9%	-10.9
COC(=O)C1=C(c2cccc(OC)c2OC)C[C@@H]2CC[C@H]1N2C(=O)NCc1ccc(F)cc1	5.2%	-6.8%	1.4%	-2.3%	-15.3%	14.3%	-4.1%	-3.3%	-0.5
C=CCn1c(O)c(C(C)=NCCCO)c(=O)[nH]c1=O	4.1%[0.457 µM]	-6.0%	7.4%[57.1 µM]	0.9%	-13.9%	3.5%	-11.3%	-3.7%	-3.6
CCCCn1c(=O)c(C(=O)NCc2ccccc2)c(O)c2ccccc21	23.1%	-0.5%	-2.1%	-4.2%	-16.2%	0.8%	-10.9%	-1.6%	1.0
COc1ccc(C[C@@H]2c3cc(O)c(OC)cc3CCN2C)cc1O	-2.4%	-0.3%	-2.6%	-0.3%	-26.5%	-5.8%	-3.2%	2.2%	0.6
COc1cc2c(cc1O)CC1c3c(cc(O)c(OC)c3-2)CCN1C (stereo unspecified)	-0.4%[57.1 µM]	-2.8%&-4.1%&-2.3%	29.5%[57.1 µM]	-3.6%	-14.0%	4.3%	27.5%	-0.2%	11.0
O=c1[nH]c(=S)n(-c2cccc(Cl)c2)c(O)c1C=NCCN1CCNCC1	-22.2%	-1.2%	-6.6%	4.6%	-10.5%	-8.5%	-15.2%	-2.2%	-3.5

Screening results as filed in PubChem.
